Screening results: PubChem, The Scripps Research Institute Molecular Screening Center
OXTR potentiate: potentiates the human oxytocin receptor response; P30559; CHO-OTR cells, Fluo-8 calcium fluorescence, potentiator mode; 0% = oxytocin EC15, 100% = EC100; AID 2445; actives 0.061% (n = 320,000); activation, % at 3 µM;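 active means activation above that plate's cutoff, the mean activation of tested compounds plus 3 SD, cut at about 6.6% in these data, passing the limit was not always enough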;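 further: 100% uses oxytocin at 75 nM as the full agonist control; some results filed as inactive read as strong as hits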
Target sequence (P30559 whole entry, looked up): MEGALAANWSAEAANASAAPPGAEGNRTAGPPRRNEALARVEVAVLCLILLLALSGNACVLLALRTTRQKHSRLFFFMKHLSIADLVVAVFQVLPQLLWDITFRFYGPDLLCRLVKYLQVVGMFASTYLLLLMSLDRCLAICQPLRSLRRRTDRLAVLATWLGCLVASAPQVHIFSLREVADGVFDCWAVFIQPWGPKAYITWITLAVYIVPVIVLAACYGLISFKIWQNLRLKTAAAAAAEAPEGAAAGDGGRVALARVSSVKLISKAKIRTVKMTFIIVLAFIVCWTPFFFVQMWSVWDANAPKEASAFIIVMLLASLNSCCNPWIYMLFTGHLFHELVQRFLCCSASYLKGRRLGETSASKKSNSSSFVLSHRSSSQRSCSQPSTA
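test system = CHO-OTR cells, human receptor | compound = single-point 3.0 µM | schedule = 6 min compound pre-incubation at room temperature, 100 s kinetic read | signal = Fluo-8 no-wash calcium dye fluorescence, excitation 470-495 nm, emission 515-575 nm | repeats = single well per compound, singlicate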
CHRM1 agonist: activates human CHRM1 receptor; AID 588814; CHO-K1 hM1, Fluo-8 calcium fluorescence, agonist mode; 0% DMSO, 100% acetylcholine EC100; actives 0.33% (n = 360,000); P11229; activation, % at 3 µM;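 active means activation above the run's mean compound activation plus 3 SD, cut at about 16% in these data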;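 further: peak over basal fluorescence ratio within a 140 s kinetic read after compound addition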
M1 ag parental: counter-screen for M1 agonists: effect in parental CHO-K1 cells | Fluo-8 calcium fluorescence; scaled to maximal ATP response, vehicle zero | activation, % at 3 µM | actives 0.48% (n = 360,000); in the data active means activation above about 15%;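 further: untransfected CHO-K1 host cells lacking M1 receptor as counterscreen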
TAAR1 antagonist: antagonists of human TAAR1 | AID 624466 | Q96RJ0 | inhibition, % at 3 µM | actives 1.5% (n = 360,000) | CHO RD-HGA16 TAAR1, Fluo-8 calcium fluorescence, antagonist;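 active means inhibition above a per-plate cutoff, the mean inhibition of test compounds on that plate plus 3 SD, cut at about 49% in these data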;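 further: 0% = DMSO plus EC80 beta-PEA response and 100% = DMSO alone without agonist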
Target sequence (Q96RJ0 whole entry, looked up): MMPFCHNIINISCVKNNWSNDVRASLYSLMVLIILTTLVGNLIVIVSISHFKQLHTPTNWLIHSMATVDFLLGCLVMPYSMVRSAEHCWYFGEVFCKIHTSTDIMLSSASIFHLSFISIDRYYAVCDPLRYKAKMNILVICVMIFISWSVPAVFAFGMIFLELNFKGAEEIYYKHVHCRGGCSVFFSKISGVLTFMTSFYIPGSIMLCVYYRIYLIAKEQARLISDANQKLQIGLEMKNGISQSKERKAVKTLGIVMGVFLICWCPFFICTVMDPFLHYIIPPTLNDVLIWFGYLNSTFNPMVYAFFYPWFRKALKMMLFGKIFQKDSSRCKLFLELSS
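Material: RD-HGA16 CHO cells with stable hTAAR1 and Gα16; Dosing: single nominal final test compound concentration of 3 µM; Schedule: seeding 17-24 h prior, 75-min 37 °C, 30-min RT dye loading; Detection: kinetic Fluo-8 calcium fluorescence measurement; Measure: % inhibition from peak post-agonist over basal fluorescence ratio; Benchmarks: vehicle and agonist controls.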
CHO parental Ca: signal in parental CHO cells, OX1R antagonist counter-screen; parental CHO-K1, ATP-induced calcium, Fluo-8 fluorescence; inhibition, % at 5.6 µM; actives 0.63% (n = 330,000); AID 463079;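 active means inhibition above that plate's mean sample inhibition plus 3 SD, cut at about 26% in these data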;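 further: 0% = ATP-challenged DMSO wells and 100% = DMSO wells without ATP; some compounds past the cut are filed as inactive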
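Test system: untransfected parental CHO cell line; also added: ATP stimulus; dosing: 5.6 µM, single dose; signal: calcium-sensitive Fluo-8 fluorescence; measure: percent inhibition of ATP-evoked calcium rise, normalized to controls; benchmarks: low control ATP plus DMSO, high control DMSO only; replication: one well per compound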
V1R ag counter: counter-screen for oxytocin receptor agonists: human V1a receptor agonists. CHO-V1R cells, Fluo-8 calcium fluorescence, agonist mode; 0% DMSO, 100% 3 nM vasopressin. activation, % at 3 µM. actives 0.25% (n = 320,000). AID 2797;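 active means activation above the mean activation of all tested compounds plus 3 SD, per screening run, cut at about 20% in these data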;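 further: signal is peak over basal fluorescence ratio across a 100 second FLIPR read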
CHO-K1 Ca antag: nonselective inhibitor or artifact in parental CHO-K1 cells; ATP-induced calcium, Fluo-8 fluorescence; inhibition, % at 3 µM; actives 0.6% (n = 360,000);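 active means inhibition above a per-plate cutoff, the plate's mean sample inhibition plus 3 SD, cut at about 24% in these data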;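 further: 0% = DMSO plus EC80 ATP and 100% = DMSO alone without ATP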
TAAR1 agonist: agonists of human TAAR1; Q96RJ0; CHO RD-HGA16 TAAR1, Fluo-8 calcium fluorescence; vehicle wells 0%, saturating PEA agonist 100%; activation, % at 3 µM; actives 0.99% (n = 360,000);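 active means activation above the mean activation of all test compounds in the run plus 3 SD, cut at about 38% in these data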
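test system = CHO RD-HGA16 cells carrying human TAAR1 plus Gα16 | schedule = 17-24 h seeding, 75 min 37 °C dye, 30 min RT | compound dosing = 3 µM single concentration | control set = DMSO and PEA EC100 | replicates = n 1 | signal = Fluo-8 fluorescence, 5 s baseline then 140 s kinetic read | measure = percent activation vs PEA EC100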
M1 PAM parental: counter-screen for M1 PAMs: effect in parental CHO-K1 cells; ATP EC20, Fluo-8 calcium fluorescence; 0% at ATP EC20, 100% at ATP max; activation, % at 3 µM; actives 0.02% (n = 360,000); AID 602247;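 active means activation above the run cutoff, the mean activation of all test compounds plus 3 SD, cut at about 40% in these data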;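 further: peak over basal fluorescence ratio in a 140 s read after ATP addition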
Active calls of the source: *.

Screening Cc1cc(C)cc(Oc2ccc(C(F)(F)F)cc2C#N)c1 returned OXTR potentiate -5, CHRM1 agonist -4, M1 ag parental 0.1, TAAR1 antagonist 28, CHO parental Ca -2, V1R ag counter -0.3, CHO-K1 Ca antag 3, TAAR1 agonist 12 and M1 PAM parental 12.
COC(=O)[C@@H]1CCCN1C(=O)c1cc(COc2cccc3cccnc23)on1 was read as OXTR potentiate -5, CHRM1 agonist -4, M1 ag parental 1.6, TAAR1 antagonist -23, CHO parental Ca 11, V1R ag counter 0.8, CHO-K1 Ca antag -15, TAAR1 agonist 5 and M1 PAM parental 10.
For OCCNc1c2ccccc2nc2ccccc12 the results were OXTR potentiate -7, CHRM1 agonist -12, M1 ag parental 1.3, TAAR1 antagonist -9, CHO parental Ca -3, V1R ag counter 1.4, CHO-K1 Ca antag -17, TAAR1 agonist 3 and M1 PAM parental -1.
COc1ccc(NC(=O)c2cccnc2)c(OC)c1 was read as OXTR potentiate -1, CHRM1 agonist -4, M1 ag parental -0.4, TAAR1 antagonist 0, CHO parental Ca -6, V1R ag counter 0.6, CHO-K1 Ca antag 27*, TAAR1 agonist 0 and M1 PAM parental -13.
COc1ccc([N+](=O)[O-])cc1NC(=O)Cc1noc2ccc(C)cc12 was read as OXTR potentiate -9, CHRM1 agonist -3, M1 ag parental 0.4, TAAR1 antagonist 24, CHO parental Ca -13, V1R ag counter 2.8, CHO-K1 Ca antag -10, TAAR1 agonist 12 and M1 PAM parental -3.
NC(c1ccccc1)c1ccncc1 (centres undefined) was read as OXTR potentiate -7, CHRM1 agonist -1, M1 ag parental 0.1, TAAR1 antagonist -9, CHO parental Ca -2, V1R ag counter 0.6, CHO-K1 Ca antag -6, TAAR1 agonist 1 and M1 PAM parental 17.
`Oc1[nH]c2ccccc2c1N=NC(=S)NCC1CCCO1` (centres undefined) gave OXTR potentiate -11, CHRM1 agonist -7, M1 ag parental 2.3, TAAR1 antagonist 6, CHO parental Ca -16, V1R ag counter 0.6, CHO-K1 Ca antag -11, TAAR1 agonist 0 and M1 PAM parental 15.
For Cc1sc(NC(=O)c2cccs2)c(C(=O)OC(C)C)c1C the results were OXTR potentiate -10, CHRM1 agonist -3, M1 ag parental 1.0, TAAR1 antagonist -28, CHO parental Ca -22, V1R ag counter 1.8, CHO-K1 Ca antag -7, TAAR1 agonist 4 and M1 PAM parental 8.
`CC(C)c1ccc(/C=C2\C(=N)N3N=C(CC(=O)N4CCCCC4)SC3=NC2=O)cc1` gave OXTR potentiate -5, CHRM1 agonist -1, M1 ag parental 1.0, TAAR1 antagonist -14, CHO parental Ca 0, V1R ag counter 0.5, CHO-K1 Ca antag -10, TAAR1 agonist 0 and M1 PAM parental 9.
Cc1ccc(C(=O)N/C(=C\c2cccc([N+](=O)[O-])c2)C(=O)OCN2C(=O)c3ccccc3C2=O)cc1 was read as OXTR potentiate 1, CHRM1 agonist -3, M1 ag parental -0.1, TAAR1 antagonist 5, CHO parental Ca -12, V1R ag counter -0.6, CHO-K1 Ca antag -10, TAAR1 agonist 1 and M1 PAM parental 16.
Screening COC(=O)c1[nH]c2cccc(OC)c2c1NC(=O)CN1CC(C)OC(C)C1 (centres undefined) returned OXTR potentiate 3, CHRM1 agonist -5, M1 ag parental 0.7, TAAR1 antagonist -4, CHO parental Ca -11, V1R ag counter 0.3, CHO-K1 Ca antag -1, TAAR1 agonist 8 and M1 PAM parental 10.
For COc1cccc(C(=O)NCc2ccc3[nH]c(C)cc3c2)c1 the results were OXTR potentiate -1, CHRM1 agonist -4, M1 ag parental 0.7, TAAR1 antagonist 3, CHO parental Ca -17, V1R ag counter 0.5, CHO-K1 Ca antag -6, TAAR1 agonist 8 and M1 PAM parental 5.
`COCCn1nnnc1C(C(C)C)N(Cc1ccccc1)Cc1cc2cc(OC)ccc2[nH]c1=O` (centres undefined) gave CHRM1 agonist -2, M1 ag parental -0.3, TAAR1 antagonist -23, CHO-K1 Ca antag 0, TAAR1 agonist 10 and M1 PAM parental 4.
For COc1ccc(NC(=O)Nc2ccc3c(c2)C(=O)N([C@H](C)CO)C[C@H](C)[C@@H](CN(C)S(C)(=O)=O)O3)cc1 the results were OXTR potentiate 0, CHRM1 agonist -4, M1 ag parental 0.3, TAAR1 antagonist 10, CHO parental Ca -6, V1R ag counter -0.3, CHO-K1 Ca antag -18, TAAR1 agonist 14 and M1 PAM parental 18.
For CCCN1CCN(CCCNC(=O)CN2C(=O)c3cccnc3Oc3ccc(C)cc32)CC1 the results were OXTR potentiate -5, CHRM1 agonist -3, M1 ag parental 0.2, TAAR1 antagonist -15, CHO parental Ca -11, V1R ag counter 1.1, CHO-K1 Ca antag -15, TAAR1 agonist 3 and M1 PAM parental 8.
Screening CCOC(=O)c1c(NC(=O)c2ccn(CC)n2)sc2c1CCC2 returned OXTR potentiate -2, CHRM1 agonist -7, M1 ag parental 0.9, TAAR1 antagonist 10, CHO parental Ca -20, V1R ag counter -0.1, CHO-K1 Ca antag -18, TAAR1 agonist -4 and M1 PAM parental 23.
For CCOC(=O)C1=NOC2(C1)C(=O)Nc1ccc(OC)cc12 (centres undefined) the results were M1 ag parental 0.8, TAAR1 antagonist 9, CHO-K1 Ca antag -9, TAAR1 agonist 3 and M1 PAM parental -6.
Screening CC1(C)Cc2c(sc3ncn4nc(CCC(=O)O)c(=O)nc4c23)CO1 returned OXTR potentiate 0, CHRM1 agonist -1, M1 ag parental 0.0, TAAR1 antagonist 6, CHO parental Ca -13, V1R ag counter 0.2, CHO-K1 Ca antag 0, TAAR1 agonist 3 and M1 PAM parental -2.
Screening Cn1nc(C(F)(F)F)c(-c2ccccc2)c1NC(=O)c1ccco1 returned OXTR potentiate -3, CHRM1 agonist -4, M1 ag parental 0.0, TAAR1 antagonist -26, CHO parental Ca -10, V1R ag counter -1.1, CHO-K1 Ca antag 4, TAAR1 agonist 1 and M1 PAM parental 5.
For Cc1ccc(S(=O)(=O)N2CCCCC2C(=O)N2CCN(Cc3ccccc3)CC2)cc1 (centres undefined) the results were OXTR potentiate -2, CHRM1 agonist -3, M1 ag parental 1.2, TAAR1 antagonist -12, CHO parental Ca -24, V1R ag counter 0.5, CHO-K1 Ca antag -7, TAAR1 agonist 3 and M1 PAM parental 10.
COC(=O)C1=C(CS(=O)(=O)c2ccccc2)NC(=O)NC1c1ccc(OC)c(OC)c1 (centres undefined) was read as OXTR potentiate -2, CHRM1 agonist -3, M1 ag parental 1.3, TAAR1 antagonist -4, CHO parental Ca -2, V1R ag counter 0.6, CHO-K1 Ca antag -12, TAAR1 agonist 1 and M1 PAM parental 19.
`CCOC(=O)C1=C(c2ccccc2)NC(SCC(=O)Nc2ccc(C)cc2)=C(C#N)C1c1ccco1` (centres undefined) gave OXTR potentiate -3, CHRM1 agonist -4, M1 ag parental 0.7, CHO parental Ca -24, V1R ag counter 1.7, CHO-K1 Ca antag -9 and M1 PAM parental 10.
For CCCCn1c(SCC(=O)Nc2nc(C)cs2)nnc1-c1cccnc1 the results were CHRM1 agonist -4, M1 ag parental 1.4, TAAR1 antagonist -14, CHO-K1 Ca antag -16, TAAR1 agonist 6 and M1 PAM parental 29.
Screening Brc1ccccc1OCCOCCOc1cccc2cccnc12 returned OXTR potentiate -17, CHRM1 agonist -3, M1 ag parental 1.0, TAAR1 antagonist -3, CHO parental Ca -24, V1R ag counter 1.3, CHO-K1 Ca antag 0, TAAR1 agonist 10 and M1 PAM parental -3.
Screening COC(=O)c1ccc(-n2c(C)cc(-c3csc(NC(=O)c4ccc(S(=O)(=O)N(C)C)cc4)n3)c2C)cc1 returned OXTR potentiate -10, CHRM1 agonist -2, M1 ag parental 1.3, TAAR1 antagonist 16, CHO parental Ca -2, V1R ag counter 2.0, CHO-K1 Ca antag -12, TAAR1 agonist 2 and M1 PAM parental 12.
c1ccc(CN2CCC(Nc3nc(-c4cccnc4)nc4ccccc34)CC2)cc1 was read as OXTR potentiate -23, CHRM1 agonist -9, M1 ag parental -0.2, TAAR1 antagonist -9, CHO parental Ca -21, V1R ag counter -0.1, CHO-K1 Ca antag 14, TAAR1 agonist 2 and M1 PAM parental -5.
Screening COc1cc(C(=O)O)cc(OC)c1OCc1cc(C(=O)O)oc1C returned OXTR potentiate 3, CHRM1 agonist -2, M1 ag parental 0.7, TAAR1 antagonist 3, CHO parental Ca -1, V1R ag counter -0.4, CHO-K1 Ca antag -9, TAAR1 agonist 2 and M1 PAM parental 21.
`CCC(C)(O)C(=O)N[C@H]1CCCN1C(=O)/C=C/c1ccccc1` (some centres undefined) gave OXTR potentiate -5, CHRM1 agonist -3, M1 ag parental 0.4, TAAR1 antagonist -13, CHO parental Ca -8, V1R ag counter 0.5, CHO-K1 Ca antag -11, TAAR1 agonist 2 and M1 PAM parental 15.
CC(C)(NO)/C(=N\O)c1ccc(Cl)cc1 was read as OXTR potentiate -12, CHRM1 agonist -3, M1 ag parental 0.3, TAAR1 antagonist -6, CHO parental Ca -6, V1R ag counter 0.4, CHO-K1 Ca antag -12, TAAR1 agonist -1 and M1 PAM parental 14.
For CC(C)(C)c1ccc(-c2cc(-c3ccccc3O)[nH]n2)cc1 the results were OXTR potentiate -6, CHRM1 agonist -2, M1 ag parental 0.1, TAAR1 antagonist -17, CHO parental Ca 2, V1R ag counter 1.5, CHO-K1 Ca antag 13, TAAR1 agonist 7 and M1 PAM parental -18.

Copied from the entries so far, three compounds:
COC(=O)C1=C(CS(=O)(=O)c2ccccc2)NC(=O)NC1c1ccc(OC)c(OC)c1 (centres undefined) was read as OXTR potentiate -2, CHRM1 agonist -3, M1 ag parental 1.3, TAAR1 antagonist -4, CHO parental Ca -2, V1R ag counter 0.6, CHO-K1 Ca antag -12, TAAR1 agonist 1 and M1 PAM parental 19.
`CCOC(=O)C1=C(c2ccccc2)NC(SCC(=O)Nc2ccc(C)cc2)=C(C#N)C1c1ccco1` (centres undefined) gave OXTR potentiate -3, CHRM1 agonist -4, M1 ag parental 0.7, CHO parental Ca -24, V1R ag counter 1.7, CHO-K1 Ca antag -9 and M1 PAM parental 10.
For CCCCn1c(SCC(=O)Nc2nc(C)cs2)nnc1-c1cccnc1 the results were CHRM1 agonist -4, M1 ag parental 1.4, TAAR1 antagonist -14, CHO-K1 Ca antag -16, TAAR1 agonist 6 and M1 PAM parental 29.
